Compound activity (PubChem)
CSN deneddyl inh: inhibitors of CSN-mediated cullin deneddylation, primary screen, biochemical, fluorescence polarization, uHTS; COP9 signalosome complex subunit 5 (Homo sapiens), Q92905; inhibition, % at 12.5 µM; 360,000 tested, 0.38% active; Purified CSN, SCF-Nedd8-OG deneddylation;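 active = pattern-corrected inhibition above about 35%, with an unprinted fluorescence ratio check between 0.5 and 1.5, limit read from the data, passing the limit was not always enough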;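 note: 0% = enzyme with substrate and 100% = substrate without enzyme; some results filed as inactive read as strong as hits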
Target sequence (Q92905 whole entry, looked up, one chain of several): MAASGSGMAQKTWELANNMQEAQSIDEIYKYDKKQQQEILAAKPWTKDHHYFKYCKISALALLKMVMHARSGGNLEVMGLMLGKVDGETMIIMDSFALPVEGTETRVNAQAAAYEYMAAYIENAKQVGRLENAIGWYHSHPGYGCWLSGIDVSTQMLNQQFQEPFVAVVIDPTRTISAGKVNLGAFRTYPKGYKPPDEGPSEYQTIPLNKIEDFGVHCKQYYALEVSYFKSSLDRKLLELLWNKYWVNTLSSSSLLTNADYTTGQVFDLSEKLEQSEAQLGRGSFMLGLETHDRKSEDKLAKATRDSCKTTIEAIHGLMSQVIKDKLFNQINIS
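Assay system: purified human Csn5 enzyme expressed in HEK293T cells; Input: 0.24 nM Csn5 enzyme, final concentration; Reagent: 10 nM SCFSkp2-Nedd8OG; Compound dosing: 12.5 µM single point; Times: reaction 90 min, room temperature; Technique: fluorescence polarization readout.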
SUMO1-SIM PPI: modulators of SUMO1 protein-protein interactions, primary screen, biochemical, uHTS | SUMO1 binding to a labelled peptide, TR-FRET, 1 h | inhibition, % at 20 µM | 360,000 tested, 0.33% active; in the data active = inhibition above about 37%
Target sequence (P63165 whole entry, looked up): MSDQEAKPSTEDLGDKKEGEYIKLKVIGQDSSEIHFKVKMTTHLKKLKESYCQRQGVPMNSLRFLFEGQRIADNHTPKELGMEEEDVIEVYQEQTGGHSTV
STEP inh: STEP phosphatase inhibitors, primary screen, biochemical, fluorescence intensity, uHTS | recombinant STEP, OMFP fluorogenic substrate | 360,000 tested, 0.25% active | inhibition, % at 20 µM;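 active = inhibition at 20 µM, scaled per plate between control wells, above about 37%, limit read from the data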;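 note: 0% = DMSO with enzyme and substrate and 100% = substrate only without enzyme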
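Assay system: isolated STEP enzyme / Timing: 20 min at room temperature, dark / Doses: 20 µM, 1% DMSO / Technique: fluorescence intensity, excitation 480 nm, emission 540 nm / Reagent: fluorogenic phosphatase substrate OMFP at 25 µM final / Measure: percent inhibition scaled to no-enzyme and uninhibited-enzyme controls, plate-pattern corrected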
MsrA inhibitor: bovine MsrA enzyme inhibitors, primary screen, biochemical, absorbance, HTS | Methionine sulfoxide reductase A (Bos taurus) | purified bovine MsrA, absorbance read-out | inhibition, % at 15.5 µM | 360,000 tested, 0.75% active | AID 651718, 2012; in the data active = inhibition above about 4.5%;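 note: 0% = vehicle wells with enzyme and 100% = reference inhibitor wells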
DNMT1 block: human DNMT1 methyltransferase inhibitors, primary screen, biochemical, molecular beacon, fluorescence, HinP1I cleavage, uHTS | inhibition (reported as % activation of signal), % at 10 µM | 360,000 tested, 0.83% active | AID 588458, 2011; in the data active = inhibition above about 50%
NadD inh: inhibitors of S. aureus NadD, primary screen, biochemical, colorimetric, uHTS | purified NadD enzyme, colorimetric absorbance read-out | inhibition, % at 20 µM | 360,000 tested, 0.78% active | AID 602399, 2012; in the data active = inhibition above about 26%; note: some compounds past the cut are filed as inactive
Rpn11 block: Rpn11 (PSMD14) deubiquitinase inhibitors, primary screen, biochemical, fluorescence polarization, uHTS | 26S proteasome non-ATPase regulatory subunit 14 (Homo sapiens), O00487 | human 26S proteasome, Ub4-pepOG fluorescence polarization; 20S core pre-blocked with epoxomicin | calls only at 20 µM | 360,000 tested, 0.59% active | AID 588493, 2011;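 active = inhibition at 20 µM, scaled to each plate's controls, above about 33%, limit read from the data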
Target sequence (O00487 whole entry, looked up): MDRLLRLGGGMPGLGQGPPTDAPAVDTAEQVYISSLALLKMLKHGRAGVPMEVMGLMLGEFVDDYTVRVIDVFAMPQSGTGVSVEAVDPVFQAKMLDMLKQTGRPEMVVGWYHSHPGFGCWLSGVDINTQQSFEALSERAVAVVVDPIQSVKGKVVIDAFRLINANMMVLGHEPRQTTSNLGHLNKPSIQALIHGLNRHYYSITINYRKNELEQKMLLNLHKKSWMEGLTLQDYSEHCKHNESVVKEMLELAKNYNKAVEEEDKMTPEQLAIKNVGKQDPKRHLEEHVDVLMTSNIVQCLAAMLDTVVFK
TbMetRS inhib: T. brucei MetRS inhibitors, primary screen, biochemical, luminescence. AID 624268, 2012. inhibition, % at 11.9 µM. purified T. brucei MetRS, ATP depletion, Kinase-Glo luminescence. methionyl-tRNA synthetase (Trypanosoma brucei brucei). 360,000 tested, 0.4% active;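 active = inhibition above a per-plate cutoff of the control wells' mean inhibition plus 3 SD, cut at about 5.5% in these data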;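 note: 0% = DMSO wells median and 100% = median of wells with control inhibitor compound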
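Material: parasite MetRS enzyme / Replication: singlicate, one well per compound / Signal: luminescence of leftover ATP / Schedule: 2 h aminoacylation at 25 °C after 15 min preincubation / Medium: HEPES-MgCl2-KCl buffer plus DTT, spermine, BSA, pyrophosphatase / Doses: 11.9 µM single point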
LMPTP inh: LMPTP phosphatase inhibitors, primary screen, biochemical, fluorescence intensity, uHTS | Low molecular weight phosphotyrosine protein phosphatase (Homo sapiens), P24666 | recombinant LMPTP-A, OMFP fluorogenic substrate | inhibition, % at 20 µM | 360,000 tested, 0.22% active | AID 651560, 2012;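 active = compounds that cut the enzyme signal by at least half of the control window in the single-dose screen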;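 note: plate controls were DMSO wells with enzyme plus substrate for no effect and substrate without enzyme for full effect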
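Assay system: LMPTP-A enzyme. Input: 0.625 nM LMPTP-A final. Probe or stimulus: 400 µM OMFP. Compound dosing: single 20 µM dose. Schedule: 50 min dark incubation at room temperature. Detection: fluorescence intensity of OMFP turnover product. Read-out: percent inhibition versus substrate-only and uninhibited controls. Benchmarks: no-enzyme low control, uninhibited high control.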
Scp-1 inhibitor: Scp-1 phosphatase inhibitors, primary screen, biochemical, colorimetric, uHTS. Carboxy-terminal domain RNA polymerase II polypeptide A small phosphatase 1 (Homo …. Recombinant Scp1, phosphopeptide, malachite green phosphate absorbance. 340,000 tested, 0.88% active. inhibition, % at 20 µM. AID 493091, 2011;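 active = inhibition above about 50% at 20 µM, limit read from the data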;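 note: plate controls were DMSO wells with enzyme for no effect and wells lacking enzyme for full effect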
Target sequence (Q9GZU7 76-261 limits assumed): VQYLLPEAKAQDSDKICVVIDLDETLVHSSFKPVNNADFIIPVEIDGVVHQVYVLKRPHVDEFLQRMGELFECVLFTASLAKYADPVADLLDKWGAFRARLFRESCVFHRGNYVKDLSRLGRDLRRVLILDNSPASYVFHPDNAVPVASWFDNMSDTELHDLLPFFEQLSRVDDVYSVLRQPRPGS
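System: SCP-1 catalytic domain; Reagent: Phospho 17-mer peptide substrate; Doses: one concentration, 20 µM, with 1.0% DMSO; Incubation: 45 min room-temperature reaction, 5 min colour, 30 min stabiliser; Signal: Phosphate-binding colour reagent, absorbance read at 630 nm.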
* = called active by the depositor; i = inactive; . = not tested or not shown. No enrichment for hits; any-hit rate near 3.9%.

CSN deneddyl inh	SUMO1-SIM PPI	STEP inh	MsrA inhibitor	DNMT1 block	NadD inh	Rpn11 block	TbMetRS inhib	LMPTP inh	Scp-1 inhibitor	SMILES
2.8	-1.6	-2.2	-0.3	-0.7	7.6	i	-0.1	-1.5	11.0	CC1=C(c2ccccc2)C(=S)NC(C)(C)C1
4.5	12.5	-2.8	-0.9	4.7	6.6	i	0.9	0.6	16.0	NNC(=O)c1cc(NS(=O)(=O)c2cccs2)cc(NS(=O)(=O)c2cccs2)c1
1.4	0.9	-1.1	-0.9	-2.9	0.7	i	1.9	2.1	.	OC(c1ccc(Cl)c(Cl)c1)c1ncc(-c2ccccc2C(F)(F)F)[nH]1 (configuration not stated)
-1.2	3.9	-1.7	-0.4	0.5	-6.3	i	-0.5	2.2	0.6	CCOc1ccc(CCNC(=O)c2nnn(CC(=O)Nc3ccc(OC)c(OC)c3)c2N)cc1OCC
-6.4	0.1	-1.3	0.3	-0.4	-0.9	i	-0.9	-1.0	-1.9	CCn1ncc(C2=NOC(C(=O)Nc3c(C)n(C)n(-c4ccccc4)c3=O)C2)c1C (configuration not stated)
0.9	-2.2	-2.8	-1.6	-0.5	-0.3	i	-0.2	-0.5	-8.1	CC1CCC2(CC1)NC(=O)N(CC(=O)Nc1ccc(C(N)=O)cc1)C2=O (configuration not stated)
4.0	2.6	0.2	-0.3	-3.3	-3.1	i	0.0	0.8	-6.0	CCCC(=O)Nc1nc(-c2ccc3c(c2)OCCO3)cs1
1.4	6.2	2.6	-1.0	-4.5	3.5	i	-1.2	5.2	.	CCC/C=C/c1ccc(CN2C(CC(C)C)C(=O)N(Cc3cn(CC4CCCCC4)nn3)CCS2(=O)=O)cc1 (configuration not stated)
4.9	-0.8	0.2	-0.4	-4.3	-3.0	i	-0.1	-0.7	-7.0	CC(Oc1cccc(Cl)c1)C(=O)NCc1ccc(S(N)(=O)=O)cc1 (configuration not stated)
115.1	-27.8	-33.2	2.3	-7.7	5.4	.	0.5	5.0	-0.8	Cc1cc(/C=C2\NC(=S)N(C)C2=O)ccc1N1CCCC1
-2.8	-0.7	-2.0	0.7	-1.5	2.1	i	-0.7	-1.0	-1.3	CCOc1ccccc1C(=O)N1CCC(n2nnc3cc(C)ccc32)CC1
-3.7	3.0	0.8	-0.3	1.0	-7.0	i	-1.1	-0.1	-16.4	COc1ccc(S(=O)(=O)NCCCc2ccccc2)cc1
2.4	-29.6	1.0	0.6	-1.0	1.7	i	0.0	-0.5	-3.8	COCC(=O)N(C)c1nnc(-c2ccc([N+](=O)[O-])cc2)s1
2.5	-21.3	-1.4	-0.9	15.5	-1.4	i	-1.0	-0.7	1.2	Cc1ccccc1NC(=O)COC(=O)c1ccc(S(C)(=O)=O)c([N+](=O)[O-])c1
4.6	1.6	2.7	0.5	1.6	-1.6	i	-0.3	1.5	6.5	O=C(c1ccc(Cl)c(S(=O)(=O)N2CCCCC2)c1)N1CCN(c2ccccc2)CC1
-8.6	1.9	-0.1	-1.5	-1.4	-3.1	i	0.1	-1.0	-1.3	O=C(NNS(=O)(=O)c1ccc(F)cc1)c1sccc1-n1cccc1
-4.0	-4.4	1.4	0.2	-0.5	3.7	i	0.3	-0.8	.	CCc1nc2c(OCc3ccccc3C)cccn2c1N(C)C(=O)c1ccco1
-2.1	14.8	2.8	-1.2	-0.3	-5.1	i	-0.6	-0.8	.	Cc1c(C(=O)N(C)Cc2ccc(F)cc2)sc(=O)n1Cc1ccccc1C#N
-2.5	1.0	2.6	0.4	-3.2	-6.0	i	-0.2	2.3	.	COC(=O)c1cccc(NC(=O)c2ccc(S(=O)(=O)N(C)c3ccccc3OC)cc2)c1
0.5	-0.7	-0.7	-1.2	-0.6	9.4	i	1.5	1.0	13.8	CC1CCN(c2c(NCC3CCC(C(=O)NCCc4ccc(Cl)cc4)CC3)c(=O)c2=O)CC1 (configuration not stated)
7.8	9.0	-5.9	0.7	-17.5	3.2	i	1.1	1.5	-8.5	COc1ccc(-c2[nH]c(-c3ccccc3)nc2SCC(=O)NCc2ccco2)cc1OC
-18.6	1.3	0.8	0.3	1.0	-8.4	i	-0.1	0.4	-8.4	COc1ccc(S(=O)(=O)N2c3ccccc3OCC2C)cc1 (configuration not stated)
0.9	-1.6	-8.3	0.2	2.1	-6.9	i	-0.2	-3.2	-1.9	Cc1ccc(CCN2CC(C(=O)NCCCN3CCOCC3)CC2=O)cc1 (configuration not stated)
2.7	-2.4	-1.2	0.7	3.8	-1.0	i	-0.7	-1.8	-4.3	CC1CCN(S(=O)(=O)c2nnc(NC(=O)COc3ccccc3)s2)CC1
3.0	0.8	1.4	-1.1	-0.7	-10.0	i	0.2	0.2	-6.1	CCOC(=O)c1ccccc1NC(=O)COC(=O)c1ccc(OCC(=O)N2CCOCC2)c(OCC)c1

Some of the entries above, reformatted.
Structure | CSN deneddyl inh | SUMO1-SIM PPI | STEP inh | MsrA inhibitor | DNMT1 block | NadD inh | Rpn11 block | TbMetRS inhib | LMPTP inh | Scp-1 inhibitor
CC1=C(c2ccccc2)C(=S)NC(C)(C)C1 | 2.8 | -1.6 | -2.2 | -0.3 | -0.7 | 7.6 | i | -0.1 | -1.5 | 11.0
NNC(=O)c1cc(NS(=O)(=O)c2cccs2)cc(NS(=O)(=O)c2cccs2)c1 | 4.5 | 12.5 | -2.8 | -0.9 | 4.7 | 6.6 | i | 0.9 | 0.6 | 16.0

(next part)
CSN deneddyl inh	SUMO1-SIM PPI	STEP inh	MsrA inhibitor	DNMT1 block	NadD inh	Rpn11 block	TbMetRS inhib	LMPTP inh	Scp-1 inhibitor	SMILES
-1.8	0.2	-1.2	-0.5	12.1	-0.3	i	-0.3	0.9	4.4	COC(=O)C1=C(C)N(CC2CC2)C(=O)N[C@H]1c1ccccc1
-1.3	-7.5	-1.6	0.3	0.1	3.3	i	-0.7	-10.8	-6.6	CN(C)CCCNCCNC(=O)/C=N\O
-10.1	-2.9	-2.3	0.0	-4.0	-9.9	i	-0.7	-1.3	-6.5	COc1cc(-c2nc(S(=O)(=O)c3ccc(Cl)cc3)c(N3CCOCC3)o2)cc(OC)c1OC
-4.4	-13.7	-0.7	-1.0	-0.5	-4.5	i	1.1	-1.3	-8.2	O=C(COc1cccnc1[N+](=O)[O-])NCCc1ccc(Cl)cc1
-0.4	-0.3	-1.2	0.4	-1.1	3.1	i	-0.5	-0.4	-4.0	COc1ccc(C(=O)N2CCCC(CCC(=O)NCc3ccccc3F)C2)c(OC)n1 (configuration not stated)
-0.7	-0.1	3.5	0.1	-9.0	-9.6	i	-1.2	-0.6	-12.3	CCN(C(=O)CCc1nc(-c2ccc(OC)cc2)no1)c1cc(OC)ccc1OC
-3.6	0.3	-3.3	1.2	-0.4	6.7	i	-0.2	1.0	14.7	Cc1c(C(O)CN2CCN(Cc3ccc4c(c3)OCO4)CC2)c2ccccc2n1C (configuration not stated)
-7.5	7.1	-4.5	3.0	-2.2	-0.3	i	-1.4	-0.7	-7.6	COc1ccc2nc(NC(=O)C3CCN(S(=O)(=O)c4cnc[nH]4)CC3)sc2c1
-4.4	-4.2	-3.2	0.0	1.2	0.0	i	0.0	-2.0	-8.4	CCCC(C(=O)NC1CCCC1)N(CCCN1CCOCC1)C(=O)c1snc(C(N)=O)c1N (configuration not stated)
-1.9	-12.8	1.2	0.1	-4.7	-4.2	i	1.0	0.9	-10.9	COCCNC(=O)c1c(N)n(/N=C/c2ccc(F)cc2)c2nc3ccccc3nc12
-9.4	-5.1	-1.9	-0.8	-14.0	5.5	i	-0.9	0.3	2.2	CCOP(=O)(C1=C(O)C(=O)C(C(C)(C)C)=CC1=O)c1ccccc1 (configuration not stated)
0.1	1.0	-2.8	-0.6	2.6	-0.5	i	-0.3	-0.9	-1.2	COc1ccc(NC(=O)C2CCN(c3nc(-c4ccc(OC)cc4)no3)CC2)cc1
-5.0	2.6	-1.5	-0.2	-3.7	0.2	i	0.0	-1.3	-9.0	Cc1cccc(N(C(=O)c2nsc(Cl)c2Cl)C(C(=O)NC2CCCC2)c2ccc(O)cc2)c1 (configuration not stated)
-2.8	1.3	-3.4	-1.7	1.9	2.3	i	-0.4	-0.4	-1.8	Cc1ccc(C(=O)NCc2cccnc2)o1
-0.9	3.5	-1.0	-1.4	1.8	13.6	i	0.1	-2.8	-5.4	COc1ccc(Nc2nnc(SCC(=O)NC(=O)Nc3ccc4c(c3)OCCO4)s2)cc1
-2.2	-2.1	1.2	1.5	3.4	-8.2	i	-0.5	-0.4	-4.0	COc1ccc(-c2nc(CS(=O)(=O)CC(=O)NCc3ccc(F)cc3)c(C)o2)cc1
4.8	1.6	-10.0	0.7	6.3	-3.8	i	-0.4	-1.6	-10.3	NS(=O)(=O)c1ccc(CCNC(=O)CN2CCN(c3ccc(F)cc3)CC2)cc1
